GC-A act: GC-A (human) enzyme activation; P16066; HEK293 GC-A cells, cGMP TR-FRET, EC30 ANP; 0% at EC30 ANP, 100% saturating ANP; activation, % at 10 µM; 370,000 compounds, 0.14% hits; AID 1671463; in the data active = activation above about 40%
Target sequence (P16066 whole entry, looked up): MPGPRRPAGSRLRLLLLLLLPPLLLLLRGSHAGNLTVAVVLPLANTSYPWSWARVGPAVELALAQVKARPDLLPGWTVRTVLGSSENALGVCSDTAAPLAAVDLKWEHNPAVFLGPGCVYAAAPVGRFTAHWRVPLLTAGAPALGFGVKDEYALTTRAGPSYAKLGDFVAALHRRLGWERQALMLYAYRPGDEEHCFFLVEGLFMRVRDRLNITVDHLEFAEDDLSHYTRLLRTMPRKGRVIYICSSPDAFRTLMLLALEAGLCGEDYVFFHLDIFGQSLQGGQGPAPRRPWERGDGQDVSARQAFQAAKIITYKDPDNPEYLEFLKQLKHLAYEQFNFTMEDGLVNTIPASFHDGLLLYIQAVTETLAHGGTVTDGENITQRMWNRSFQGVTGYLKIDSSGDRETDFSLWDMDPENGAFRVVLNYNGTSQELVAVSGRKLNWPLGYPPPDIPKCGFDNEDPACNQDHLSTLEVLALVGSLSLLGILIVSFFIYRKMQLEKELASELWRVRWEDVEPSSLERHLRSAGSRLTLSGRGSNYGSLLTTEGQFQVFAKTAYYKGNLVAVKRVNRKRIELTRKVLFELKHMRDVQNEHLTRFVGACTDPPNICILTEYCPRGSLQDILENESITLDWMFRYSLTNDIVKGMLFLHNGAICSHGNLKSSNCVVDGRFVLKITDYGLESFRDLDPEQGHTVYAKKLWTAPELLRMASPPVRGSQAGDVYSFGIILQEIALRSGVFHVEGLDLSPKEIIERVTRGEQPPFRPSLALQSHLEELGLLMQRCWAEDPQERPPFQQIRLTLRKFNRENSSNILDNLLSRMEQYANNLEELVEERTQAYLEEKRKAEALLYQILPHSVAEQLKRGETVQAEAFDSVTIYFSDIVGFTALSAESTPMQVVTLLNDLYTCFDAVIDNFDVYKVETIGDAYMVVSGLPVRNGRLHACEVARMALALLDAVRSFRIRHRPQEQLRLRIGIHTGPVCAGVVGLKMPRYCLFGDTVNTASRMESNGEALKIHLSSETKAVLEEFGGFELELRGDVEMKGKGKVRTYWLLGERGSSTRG
HTRA1 inh: blocks human HTRA1 serine peptidase; 340,000 compounds, 0.5% hits; AID 504803; inhibition, % at 5.96 µM; Q92743; recombinant HTRA1, FP-rhodamine activity-based probe, fluorescence polarization; in the data active = inhibition above about 36%;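 note: 0% = enzyme with DMSO and 100% = wells lacking enzyme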
NR1D1 modulator: modulators of human Rev-erb alpha DNA binding; Rev-erbα–FITC-DNA binding, fluorescence polarization, 90 min; activity, % at 10 µM; 370,000 compounds, 0.79% hits;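 active = activity above about 14%, limit read from the data; passing the limit was not always enough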;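 note: 0% = DMSO wells with 35 nM protein and 100% = DMSO wells with 750 nM protein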
rCAG RNA binder: r(CAG) repeat RNA binding | TO-PRO-1 dye displacement fluorescence | inhibition, % at 3 µM | 370,000 compounds, 1.3% hits | AID 651821;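 active = inhibition above the plate cutoff, the mean of all test compounds on that plate plus 3 SD, cut at about 35% in these data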;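 note: 0% = DMSO alone and 100% = 100 µM mitoxantrone as full dye displacement; higher means more dye released from RNA so lower well fluorescence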
ASAP1 inh: ASAP1 ArfGAP inhibition. Q9ULH1. ASAP1-stimulated ARF1 GTP hydrolysis, GDP FP detection. inhibition, % at 16.5 µM. 360,000 compounds, 0.19% hits. AID 624377; in the data active = inhibition above about 25%;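 note: 0% = vehicle with enzyme and substrate and 100% = no enzyme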
PG9 Ab binder: small molecules binding HIV-1 gp120 antibody PG9 | inhibition, % at 6.7 µM | TR-FRET gp120-PG9 antibody binding | 360,000 compounds, 0.43% hits; in the data active = inhibition above about 8.5%
ABHD4 inh: ABHD4 (mouse) inhibition, primary FP screen | purified mABHD4, FP-Rh probe fluorescence polarization | inhibition, % at 8.92 µM | 370,000 compounds, 0.54% hits;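 active = inhibition exceeding the mean over every tested compound plus 3 SD, cut at about 30% in these data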;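 note: 0% = plate median of compound wells and 100% = S159A mutant with DMSO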
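Test system: mouse ABHD4 enzyme, wild type. Reagent: FP-Rh fluorescent activity-based probe, added after compound pre-incubation. Timing: pre-incubation 45 min, probe exposure 60 min, at 25 °C. Technique: FP readout, ex 525 nm / em 598 nm. Benchmarks: high control S159A mutant with DMSO, low control median of compound wells.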
NPR2 activator: GC-B (human) receptor activation; 370,000 compounds, 0.11% hits; AID 1920062; activation, % at 10 µM; HEK293-GC-B cells, CNP EC30, cGMP TR-FRET; 0% at EC30 CNP, 100% saturating CNP;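 active = activation at 10 µM reaching about 35% in either raw or pattern-adjusted values, limit read from the data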
SMARCA2 activ: activators of SMARCA2 function | activation, % at 9.1 µM | 370,000 compounds, 1% hits | MG213 cells, MMTV-luciferase reporter, dexamethasone, overnight | AID 652017; in the data active = activation above about 7.8%;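 note: 0% = vehicle wells and 100% = reference activator wells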
ARFGAP1 inh: inhibits rat ARF GTPase activating protein 1; Arfgap1-stimulated ARF1 GTP hydrolysis, GDP FP detection; inhibition, % at 16.5 µM; 360,000 compounds, 0.26% hits; AID 651572;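 active = inhibition above a per-plate limit, mean inhibition of low control wells plus 3 SD, cut at about 25% in these data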;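 note: 0% = DMSO wells with enzyme and 100% = wells lacking Arfgap1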
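Repeats: one replicate per compound; assay system: rat Arfgap1 catalytic domain, aa 1-136; times: enzyme reaction 120 min at 25 °C after 20 min preincubation; detection: FP of antibody-bound GDP Alexa 633 tracer, ex 620/em 688 nm; benchmarks: high control wells lacking Arfgap1, low control full reaction with DMSO; reagent: human ARF1(Δ1-17)-GTP substrate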
Numbers without * were called inactive; x = not tested or not shown.

SMILES	GC-A act	HTRA1 inh	NR1D1 modulator	rCAG RNA binder	ASAP1 inh	PG9 Ab binder	ABHD4 inh	NPR2 activator	SMARCA2 activ	ARFGAP1 inh
COc1ccc(/C(C)=N/NC(=O)CCC(=O)Nc2ccc(Cl)cc2Cl)c(OC)c1	-8	-1	-1	0	-6	-2.6	0	-8	-4	10
Cc1ccc(Sc2c(CO)c(-c3ccccc3)nn2C)cc1	2	-13	0	-7	-9	-0.8	-2	4	-2	-12
CCN1CCCC1CNC(=O)c1[nH]c2ccc(OC)cc2c1C (configuration not stated)	-1	-6	-8	0	7	0.6	-2	-1	-4	17
COc1ccc(Cl)cc1CC=NNC(=O)c1cccc(C)c1O	-1	13	-1	9	-1	0.3	1	3	-6	2
Cc1ccc(S(=O)(=O)c2ccc(NN)cc2)cc1	4	-16	-2	11	2	-0.1	1	3	0	10
O=C(C1CCCC1)N1CCN(S(=O)(=O)c2ccc(F)c(F)c2F)CC1	3	8	-3	-2	-6	-1.5	-3	-4	0	-10
CCN1CCN(C(=O)c2ccc(Cn3c(=O)[nH]c4cc(OC)c(OC)cc4c3=O)cc2)CC1	-3	-1	-2	-7	6	1.7	0	0	-1	-2
C/C(=N\NC(=O)c1nnn(-c2nonc2N)c1CSc1ccccc1)c1cccnc1	-1	3	-2	7	6	-1.3	-7	-4	-1	7
CCn1c(C)c(C(C)=O)c(SC)nc1=S	-2	12	-6	-1	5	-1.5	3	6	0	6
CC(C)NC(=O)c1ccc2c(=O)n(CC3CCCO3)c(=S)[nH]c2c1 (configuration not stated)	-1	6	1	-2	21	-0.7	-2	-3	0	6
Cn1ncc(Br)c1C(=O)Nc1ccc(F)cc1F	-2	8	7	0	-18	0.2	-3	-6	-3	10
CN(CC(=O)Nc1ccc(F)cc1)C(=O)COc1ccc(C(=O)c2ccccc2)cc1	6	-12	-3	-1	8	-1.1	3	2	-2	0
CCOC(=O)c1cc(Sc2ccccc2N)cc(C(=O)OCC)n1	-2	0	1	-4	-1	-0.6	-2	-7	-1	2
NC(=O)c1ccc(NS(=O)(=O)c2ccc3ccccc3c2)cc1	-1	-2	-3	-2	7	-0.5	2	0	-3	-5
COc1nc(Nc2ccc(OC)c(Cl)c2)nc(OC)n1	2	-5	-1	0	11	-1.1	-1	-2	3	12
COc1ccccc1NC(=O)C1CCCN(S(=O)(=O)c2c(C)noc2C)C1 (configuration not stated)	0	-3	6	-1	0	-0.2	1	-2	-1	8
O=S1(=O)N[C@@H](Cc2ccccc2)COc2cc(Br)ccc21	-2	-9	-1	2	1	-3.0	-6	-3	-1	-2
COc1ccc(-c2cc(C(=O)Nc3ccccc3O)c3ccccc3n2)cc1	6	-44	5	18	13	-3.5	-15	-1	-1	1
Cc1cc(C(=O)NNC(=O)C(CCC(N)=O)NS(=O)(=O)c2ccc(Cl)cc2)c(C)o1 (configuration not stated)	-3	6	2	3	-6	-1.5	4	-2	-1	-14
Cc1cc(OC(F)F)ccc1NC(=S)NCCc1ccccc1	-2	-4	6	-2	-1	-1.1	-7	0	4	-7

7 of the entries above in order of the SMARCA2 activ value, lowest first.
molecule	GC-A act	HTRA1 inh	NR1D1 modulator	ASAP1 inh	PG9 Ab binder	ABHD4 inh	NPR2 activator	SMARCA2 activ	ARFGAP1 inh
COc1ccc(/C(C)=N/NC(=O)CCC(=O)Nc2ccc(Cl)cc2Cl)c(OC)c1	-8	-1	-1	-6	-2.6	0	-8	-4	10
NC(=O)c1ccc(NS(=O)(=O)c2ccc3ccccc3c2)cc1	-1	-2	-3	7	-0.5	2	0	-3	-5
CN(CC(=O)Nc1ccc(F)cc1)C(=O)COc1ccc(C(=O)c2ccccc2)cc1	6	-12	-3	8	-1.1	3	2	-2	0
COc1ccccc1NC(=O)C1CCCN(S(=O)(=O)c2c(C)noc2C)C1 (configuration not stated)	0	-3	6	0	-0.2	1	-2	-1	8
O=C(C1CCCC1)N1CCN(S(=O)(=O)c2ccc(F)c(F)c2F)CC1	3	8	-3	-6	-1.5	-3	-4	0	-10
COc1nc(Nc2ccc(OC)c(Cl)c2)nc(OC)n1	2	-5	-1	11	-1.1	-1	-2	3	12
Cc1cc(OC(F)F)ccc1NC(=S)NCCc1ccccc1	-2	-4	6	-1	-1.1	-7	0	4	-7

(further entries)
SMILES	GC-A act	HTRA1 inh	NR1D1 modulator	rCAG RNA binder	ASAP1 inh	PG9 Ab binder	ABHD4 inh	NPR2 activator	SMARCA2 activ	ARFGAP1 inh
COc1cccc(OC(=O)c2cc3ccccc3oc2=O)c1	-2	-1	2	1	-5	-0.8	2	-7	-1	-6
CC(=O)c1c(COC(=O)c2ccncc2)nc2ccccc2[n+]1[O-]	-8	7	-2	10	2	-1.6	4	-7	1	-6
CCCCCC(=O)Nc1cc(N(C)C)nc2ccccc12	12	7	2	-6	7	-0.6	-7	-6	-1	-8
Cc1cc(OCC(=O)N2CCN(c3ccc(F)cc3)CC2)c2c(C)cc(=O)oc2c1	-16	2	-10	3	1	1.1	4	-7	1	7
O=[N+]([O-])c1ccc(Oc2ccc(S(=O)(=O)N3CCCCC3)cc2)cc1	1	0	0	-7	4	-2.9	-11	-6	-5	-7
COC(=O)C1CN(Cc2cn(Cc3ccc(F)cc3)nn2)CCS(=O)(=O)N1Cc1ccccc1 (configuration not stated)	1	x	-7	4	x	x	-5	-2	-3	x
Cc1ccc(S(=O)(=O)c2c(N)n(NC(=O)c3ccco3)c3nc4ccccc4nc23)cc1	1	-12	-2	20	-10	2.4	-3	3	-3	-3
CCOC(=O)c1ccc(S(=O)(=O)NCCNCc2ccccc2)cc1	2	-3	6	0	-3	1.9	-11	1	-4	3
COc1ccc(CCNC(=O)C2CCC(=O)N(CCc3ccc(OC)cc3)C2)cc1 (configuration not stated)	0	1	-3	-8	-6	-0.3	-1	4	-3	2
Cc1ccc(NC(=S)N(N)CCO)cc1	2	0	3	0	9	0.4	-12	4	-2	3
C[C@@H]1CCN(C2CC2)S(=O)(=O)c2ccc(N3CCC[C@@H]3CO)cc2O1	0	x	3	1	x	x	2	4	-1	x
COc1ccc(NC(=O)CNCCC2=CCCCC2)cc1	-1	-5	0	-9	-13	-0.3	6	3	-1	-4
O=C1CCc2cc(S(=O)(=O)Nc3ccccc3F)cc3c2N1CCC3	-1	2	6	-7	-8	0.3	6	-3	-1	9
COC(=O)c1ccc(COc2ccc(/C=N/N3CCN(C)CC3)cc2)cc1	9	4	0	3	13	-2.9	-5	2	3	-9
CN(C)C(=O)CCc1ccc2c3c([nH]c2c1)[C@]1(CCC2CCCC2)[C@@H](C(=O)N2CCOCC2)C[C@H](CC(=O)NCCN2CCOCC2)C(=O)N1CC3	2	3	-9	0	-2	0.2	5	2	-1	3
CCOc1cc(C(C(=O)NCC2CCCO2)N(C(=O)Cn2nnc3ccccc32)c2ccccc2C(C)=O)ccc1O (configuration not stated)	-2	2	-3	1	1	1.2	-6	4	1	9
CSc1ccccc1NC(=O)c1ccccc1N(Cc1ccccc1)S(C)(=O)=O	-3	1	2	x	x	x	x	-4	x	x
CN1C(=O)CC(N2CCC(C(N)=O)CC2)C1=O (configuration not stated)	-6	-5	4	-1	-6	1.3	-14	3	0	11
Cc1ccnc(NC(=O)Cc2ccc(-c3ccccc3)cc2)c1	1	-33	2	3	-8	-1.4	0	4	42*	11
O=C(NCCc1ccc(Cl)cc1)C1CCCN1C(=O)NCc1ccccc1 (configuration not stated)	-2	6	5	-6	0	1.1	5	-1	-6	-6
CCOc1ccc(CCNC(=O)c2ccc(C)c(S(=O)(=O)N3CCOCC3)c2)cc1OCC	-2	3	-1	3	-18	0.2	-1	2	-4	10
O=C1CCCC2=C1C(c1ccc(Cl)cc1)n1c(s/c(=C\c3ccc4ccncc4c3)c1=O)=N2 (configuration not stated)	-5	-4	2	9	0	1.0	0	-1	0	-8
COc1cccc(NS(=O)(=O)c2c(C)cc(C)cc2C)c1	-9	-10	1	0	4	1.7	-11	-8	-3	-21
N=c1sccn1CC(=O)Nc1ccccc1Oc1ccccc1	-2	5	-1	7	4	2.7	-5	-4	0	3
Cc1ccc(C(=O)NN2C(=O)/C(=C/c3cccn3C)SC2=S)cc1	-2	-24	11	9	11	-3.6	-7	2	-1	13
COc1ccc(-c2c(C#Cc3ccsc3)c3cc(-c4ccc(CN5CCOCC5)cc4)ccc3n2C)cc1	2	8	4	8	4	1.0	9	3	0	-2
Cc1ccc(C)c(SCC(=O)Nc2cccc(S(=O)(=O)NC3=NCCCCC3)c2)c1	2	-14	2	-5	10	-1.4	3	3	-1	3
COc1ccc(/C=C(\NC(=O)c2ccc(Cl)cc2)C(=O)NCCCn2ccnc2)cc1OC	1	6	-5	2	1	0.3	-8	4	-1	-5
COc1cc(CCCN[C@H](CN)Cc2ccccc2)cc(OC)c1OC	2	-9	0	1	-5	-1.1	9	-3	2	11
O=c1[nH]c(N2CCOCC2)nc2ncn(Cc3ccccc3)c12	1	2	-3	-1	-1	-2.9	9	4	-2	-3
Cc1cc(Cl)ccc1NS(=O)(=O)c1c(C)[nH]c(=O)[nH]c1=O	1	1	4	1	-3	0.2	-3	2	0	-1
OCC1(Cc2ccc(Cl)cc2)CCN(CC2CC=CCC2)CC1 (configuration not stated)	-15	-1	3	-7	0	-1.9	3	-9	0	-6

Records listed above printed as active in SMARCA2 activ.
| smiles | GC-A act | HTRA1 inh | NR1D1 modulator | ASAP1 inh | PG9 Ab binder | ABHD4 inh | NPR2 activator | SMARCA2 activ | ARFGAP1 inh |
| --- | --- | --- | --- | --- | --- | --- | --- | --- | --- |
| Cc1ccnc(NC(=O)Cc2ccc(-c3ccccc3)cc2)c1 | 1 | -33 | 2 | -8 | -1.4 | 0 | 4 | 42* | 11 |

Single records, from the list above. Order of values: GC-A act, HTRA1 inh, NR1D1 modulator, rCAG RNA binder, ASAP1 inh, PG9 Ab binder, ABHD4 inh, NPR2 activator, SMARCA2 activ, ARFGAP1 inh
CCOc1ccc(CCNC(=O)c2ccc(C)c(S(=O)(=O)N3CCOCC3)c2)cc1OCC is listed with -2, 3, -1, 3, -18, 0.2, -1, 2, -4, 10
Cc1cc(Cl)ccc1NS(=O)(=O)c1c(C)[nH]c(=O)[nH]c1=O is listed with 1, 1, 4, 1, -3, 0.2, -3, 2, 0, -1

Compound activity: PubChem BioAssay, several laboratories
